# Screening results: PubChem BioAssay, several laboratories
# PrPC surface inh: reduces human prion protein on the cell surface. P04156. cell surface PrPC, TR-FRET read-out. inhibition, % at 13.8 µM. 370,000 tested, 0.43% active. AID 720596; in the data active = inhibition above about 24%; also: 0% = median of the test wells and 100% = reference compound wells
# Mtb FBA inh: inhibits M. tuberculosis FBA enzyme | P9WQA3 | purified M. tuberculosis FBA, fluorescence read-out | inhibition, % at 1 µM | 360,000 tested, 2.3% active | AID 588726; in the data active = inhibition above about 27%;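 also: 0% = vehicle and 100% = reference inhibitor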
# Target sequence (P9WQA3 whole entry, looked up): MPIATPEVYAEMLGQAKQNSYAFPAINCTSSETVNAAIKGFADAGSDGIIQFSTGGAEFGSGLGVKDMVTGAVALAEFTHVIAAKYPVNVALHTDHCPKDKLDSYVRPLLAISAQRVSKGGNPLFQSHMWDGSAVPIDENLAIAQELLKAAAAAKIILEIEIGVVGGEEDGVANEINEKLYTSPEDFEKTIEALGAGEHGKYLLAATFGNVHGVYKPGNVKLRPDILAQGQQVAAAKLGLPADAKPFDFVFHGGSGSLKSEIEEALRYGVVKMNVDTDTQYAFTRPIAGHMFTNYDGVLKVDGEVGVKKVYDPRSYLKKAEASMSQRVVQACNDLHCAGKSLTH
# GDH-TPI inh: counter-screen for M. tuberculosis FBA inhibitors: GDH-TPI coupled enzymes; GDH-TPI coupled enzyme counterscreen, NADH absorbance; inhibition, % at 4.8 µM; 360,000 tested, 1.2% active; in the data active = inhibition above about 30%;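 also: 0% = DMSO wells and 100% = wells lacking the enzyme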
# BoNT-F LC inh: BoNT F light chain protease inhibition; inhibition, % at 10 µM; AID 588497; 360,000 tested, 0.22% active; Multiplex microsphere protease cleavage assay, flow cytometry; in the data active = inhibition above about 35%, passing the limit was not always enough; inconclusive = no clear call, values can overlap the other calls; also: plate controls were buffer without enzyme for full effect and enzyme alone for no effect
# Mtb UGM inh: inhibitors of M. tuberculosis UDP-galactopyranose mutase | purified UGM, fluorescence polarization probe displacement | inhibition, % at 10 µM | 320,000 tested, 0.06% active; in the data active = inhibition above about 10%, passing the limit was not always enough; inconclusive = no clear call, values can overlap the other calls
# MazF activator: activators of E. coli MazEF toxin-antitoxin RNase; activation, % at 20 µM; FAM/BHQ RNA-DNA oligo cleavage fluorescence, 5 h; AID 504720; 350,000 tested, 0.32% active; P0AE70; in the data active = activation above about 50%
# Target sequence (P0AE70 whole entry, looked up): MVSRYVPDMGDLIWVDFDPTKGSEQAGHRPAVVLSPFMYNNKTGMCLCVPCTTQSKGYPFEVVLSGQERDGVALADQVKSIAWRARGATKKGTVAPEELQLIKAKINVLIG
# FadD28 FP inh: inhibitors of Mycobacterium tuberculosis FadD28 bisubstrate binding; inhibition, % at 12.5 µM; FadD28 bisubstrate probe binding, fluorescence polarization; 360,000 tested, 0.22% active; AID 588549; in the data active = inhibition above about 8.5%, passing the limit was not always enough; inconclusive = no clear call, values can overlap the other calls
# Rv3671c protease: Rv3671c (M. tuberculosis) protease inhibition | P9WHR9 | inhibition, % at 5.96 µM | 320,000 tested, 0.048% active | AID 2606; in the data active = inhibition above about 38%;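 also: extracellular domain of Rv3671c used as enzyme; 0% = enzyme with DMSO and 100% = no enzyme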
# Target sequence (P9WHR9 whole entry, looked up, the tested form may be a part): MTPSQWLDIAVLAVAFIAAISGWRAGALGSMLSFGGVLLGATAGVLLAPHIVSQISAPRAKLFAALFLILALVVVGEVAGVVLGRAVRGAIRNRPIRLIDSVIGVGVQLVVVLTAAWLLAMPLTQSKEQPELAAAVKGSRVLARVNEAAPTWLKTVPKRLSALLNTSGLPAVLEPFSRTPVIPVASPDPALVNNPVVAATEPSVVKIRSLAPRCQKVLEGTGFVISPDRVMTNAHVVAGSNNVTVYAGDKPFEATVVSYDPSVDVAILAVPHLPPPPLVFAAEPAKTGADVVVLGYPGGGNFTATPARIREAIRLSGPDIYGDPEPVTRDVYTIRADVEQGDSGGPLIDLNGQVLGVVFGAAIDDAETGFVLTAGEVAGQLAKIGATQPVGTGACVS
# Mtb BioA inh: inhibitors of Mycobacterium tuberculosis BioA enzyme; purified M. tuberculosis BioA enzyme, plate reader; inhibition, % at 9.99 µM; 360,000 tested, 0.096% active; AID 602481; in the data active = inhibition above about 40%; inconclusive = no clear call, values can overlap the other calls
# * hit, by the source's call; i = inactive; ? = inconclusive; nt = no result given; + = active, no number; & = joins results of further samples.
SMILES,PrPC surface inh,Mtb FBA inh,GDH-TPI inh,BoNT-F LC inh,Mtb UGM inh,MazF activator,FadD28 FP inh,Rv3671c protease,Mtb BioA inh
O=C(Cc1ccc(S(=O)(=O)N2CCOCC2)s1)NCCOc1ccccc1,-1.1,1.5,-1.8,-12.9,-0.4,9.1,0.0,3.0,0.6
COC(=O)/C=C1/S/C(=N/NC(=O)c2ccccc2C)NC1=O,-23.9,-2.8,17.2,-7.9,-0.4,4.4,0.9,5.7,-0.5
O=C(CC1C(=O)NCCN1Cc1ccc(F)cc1Cl)NC1CCCCCCC1 (stereo not given),-2.9,2.9,-8.4,9.6,3.3,0.0,-1.5,-2.6,0.1
CC(=O)Nc1cccc(-c2csc(C(NC(C)=O)c3ccc(F)c(F)c3)n2)c1 (stereo not given),8.6,-1.7,7.1,-5.7,nt,nt,-2.2,nt,8.5
CC(C)c1ccc(C2/C(=C(/O)c3ccccc3)C(=O)C(=O)N2CCCN2CCOCC2)cc1 (stereo not given),-6.7,-1.1,-2.8,?,3.0,-3.0,-1.6,10.1,-2.1
NC(=O)C1CCN(c2ncnc3c2c(-c2ccccc2)cn3-c2ccccc2)CC1,5.8,1.4,8.1,-5.7,2.3,10.8,-3.2,-3.6,3.4
Cc1cc(SCc2cc(=O)[nH]c3ccccc23)nc2ccccc12,6.3,-0.6,13.0,1.2,-0.5,15.0,-3.3,3.4,nt
CC1(OC(=O)CCc2ccccc2)C(=O)C=C2C=C(c3ccc(C#N)cc3)N(CC3CC3)C=C2C1=O (stereo not given),-3.0,0.3,9.5,-21.9,-1.8,-13.5,-0.7,-10.5,-0.5
CC(C)Cc1nc(S(=O)(=O)c2ccc(Cl)cc2)c(N2CCOCC2)o1,nt,4.1,-5.2,-1.2,-1.0,-4.4,-1.5,6.4,0.7
CN(C)CCOC(=O)c1ccc2c(c1)S(=O)(=O)c1ccccc1C2=O,-28.2,-1.5,-3.7,-5.1,0.0,-2.6,-0.8,-5.4,0.0
COc1ccc(N2CCN(C(=O)CSc3nnc(NC(=O)C4CC4)s3)CC2)cc1,-1.7,-5.4,3.1,0.8,0.6,-4.4,-3.1,12.7,nt
CCOc1cc(/C=C2\SC(=NC)N(C)C2=O)c(Br)cc1OC(C)=O,-2.9,1.5,8.4,?,3.9,10.7,0.7,-9.1,-2.4
Cc1c(NC(=S)N2CCN(c3ccc(F)cc3)CC2)c(=O)n(-c2ccccc2)n1C,-4.6,1.9,-9.4,4.1,3.8,2.3,-3.9,5.0,-2.0
Cc1ccc(-c2cc(C(=O)O)c3ccccc3n2)s1,-2.2,+,15.2,-4.9,-1.5,-12.1,-4.9,nt,0.5
O=C(c1ccco1)N1CCN(c2c(-c3ccccc3)c3cc(Cl)ccc3[nH]c2=O)CC1,-13.1,5.2,-1.9,-6.6,-4.6,-8.2,-0.9,-8.7,1.2
CCCCCC(C)n1[nH]c(=O)c2c(C)cc(C)nc21 (stereo not given),1.6,2.1,8.4,-0.6,-0.5,3.8,2.0,-2.0,-0.8
CCCOc1ccc(C2C(C(=O)OC)=CN(CCOC)C=C2C(=O)OC)cc1,0.2,+,-3.1,-5.8,-1.2,-6.5,-4.6,8.6,1.2
CC1C(=O)N2CCCc3cc(NC(=O)C(=O)NCCCc4ccccc4)cc1c32 (stereo not given),12.2,2.6,4.8,13.2,-0.7,1.8,1.6,-4.1,-0.9
CC1(c2ccc(Cl)cc2)NC(=O)N(CC(=O)NC2CCCCC2)C1=O (stereo not given),-2.1,0.9,-0.9,-10.0,2.0,6.8,-1.9,-1.1,-2.8
NC(=O)CSc1ccc(-c2ccc(F)cc2)nn1,7.2,3.8,-2.6,-2.3,-3.0,-0.2,0.7,0.0,nt
COC(=O)c1ccc(-c2ccc(/C=N/N3C(=O)C4C5C=CC(C6CC56)C4C3=O)o2)cc1 (stereo not given),-0.5,4.3,34.4*,17.1,0.4,-0.7,-0.9,-12.6,nt
CCN(CC(=O)Nc1c(F)cccc1F)C(=O)Cc1ccccc1,1.6,-1.5,-6.0,-1.6,2.5,-1.8,9.7*,-1.0,1.0
COc1cccc(/C=C/C(=O)Nc2ccc3[nH]c(=O)[nH]c3c2)c1,-14.3,3.2,9.5,-8.3,-3.4,-2.8,-0.1,7.4,nt
O=C(NNC(=O)c1ccccc1Br)c1ccc(Cl)cc1,-4.9,-1.2,1.4,5.9,-0.9,-0.4,-1.4,-3.3,0.2
CC1(C)Cc2ccccc2C(COc2ccccc2)=N1,7.0,3.4,5.6,?,-3.8,6.3,-2.2,nt,1.4
# Additional results follow.
SMILES,PrPC surface inh,Mtb FBA inh,GDH-TPI inh,BoNT-F LC inh,Mtb UGM inh,MazF activator,FadD28 FP inh,Rv3671c protease,Mtb BioA inh
CNC(=S)N(Cc1ccc(OC)cc1)Cc1cc2cc(C)ccc2[nH]c1=O,-4.5,2.6,1.3,-5.5,-1.8,-13.5,-3.1,-3.2,-0.1
O=C(COc1ccccc1)N1CCN(S(=O)(=O)c2ccc(Cl)cc2)CC1,-5.0,1.1,-1.8,-0.3,-1.5,1.7,0.6,2.0,1.8
COC(=O)C1CCN(C(=O)/C=C/c2ccc3c(c2)OCO3)CC1,1.3,2.0,21.3,?,-1.6,4.3,2.5,5.5,0.1
CCOc1ccc(C2NC(=S)NC3=C2CCc2ccccc23)cc1 (stereo not given),10.1,0.0,-1.5,?,-3.7,-6.2,-3.7,-0.7,0.3
O=C(Nc1ccc(N2CCOCC2)cc1)c1csc([C@H]2C[C@H](O)[C@@H](CO)O2)n1,3.2,0.4,11.5,3.9,nt,nt,0.2,nt,-0.6
CCOc1ccc(OCC(=O)Nc2ccccc2N2CCCC2)cc1,-0.2,-1.0,-4.5,nt,-1.4,0.1,-3.2,2.0,-0.3
Cc1cccc2cc(CN(Cc3ccccc3)C(=S)NCCCN(C)C)c(=O)[nH]c12,-5.6,-1.0,3.5,4.6,-1.2,19.6,-5.8,9.6,nt
COc1cccc(C(c2nnnn2Cc2ccccc2)N2CCN(C3CCCC3)CC2)c1OC (stereo not given),-11.2,1.6,-1.5,-3.8,-0.2,-1.7,-2.6,0.4,1.7
O=C(C[C@H]1C[C@H](C(=O)N2CCOCC2)[C@@]2(CCC3CCCC3)c3[nH]c4ccc(Cl)cc4c3CCN2C1=O)NCCCn1ccnc1,4.5,-1.7,-4.2,-2.9,nt,22.5,-2.1,nt,-1.0
COc1cc(NC(=O)CN2CCCCC2)c(C)cc1[N+](=O)[O-],-5.5,-5.2,-1.5,-2.5,1.6,-6.2,0.5,-2.1,-0.9
CC1(C)CC(NC(=O)c2ccccc2Cl)CC(C)(C)N1,6.9,4.2,-4.4,1.1,-1.8,1.2,0.4,6.0,-1.8
CNC(=S)N1CCN(c2nc(-c3cccc(OC)c3)cs2)CC1,-0.4,1.4,-8.9,?,2.4,0.2,0.9,2.9,5.2
CCc1ccccc1NC(=O)CN1CCN(C(=O)CNC(=O)c2ccc(N3CCCC3=O)cc2)CC1,3.0,-0.1,-7.3,-0.7,0.3,-1.5,0.7,-6.7,-0.9
CCOc1c(Br)cc(/C=C2\C(=O)N(CCC#N)N=C2C)cc1OC,0.8,-11.2,-6.3,-16.5,-1.5,1.6,-4.3,-213.2,-0.4
CCOc1ccc(C(CN2CCOCC2)C(C)=O)cc1OC (stereo not given),9.1,1.4,nt,-13.9,nt,nt,-0.5,nt,nt
COc1ccc(-c2nnc(-c3cc4ccccc4oc3=O)o2)cc1,-0.9,1.4,15.8,-20.6,1.3,12.1,-2.7,10.8,-0.9
O=C(CSCc1cc(=O)n2nc(C3CC3)sc2n1)Nc1ccccc1Cl,-3.9,0.2,-3.1,-5.7,-0.3,-13.3,0.9,4.2,1.8
CCNC(=O)C1CC(=O)N(CCCc2ccccc2)C(=Nc2ccccc2)S1 (stereo not given),-3.8,0.4,-10.4,-4.2,1.6,13.4,-4.2,-3.3,nt
Cc1cc(C)n(C(=O)/C=C/c2cccs2)n1,8.4,1.6,21.5,?,4.0,8.8,-2.8,6.1,3.3
Cc1cc(C)cc(N(CC(=O)N2CCC(C)CC2)S(=O)(=O)c2ccccc2)c1,1.1,-0.2,-1.7,nt,1.3,4.9,-0.4,1.2,0.9
COc1ccc(NC(C)=O)cc1S(=O)(=O)Nc1ccc(OCc2ccccc2)cc1,12.9,-2.3,-14.0,-3.6,-1.5,6.5,-4.5,-1.4,10.4
CN(C)c1ccc(NC(=O)CSCc2nc3c(nnn3Cc3ccc(F)cc3)c(=O)[nH]2)cc1,nt,1.0,2.0,-23.5,nt,-0.1,-2.5,-3.9,2.1
CCc1ccc(N2Cc3ccccc3C2)cc1,-0.2,3.8,-2.6,0.3,-0.5,-0.3,-1.6,-0.3,nt
COc1cc(C(C)=O)ccc1OCC(=O)N1CCC(Cc2ccccc2)CC1,5.2,0.6,6.2,1.8,nt,-7.1,-0.5,nt,11.6
CCc1ccc(C(=O)C23CN4CN(CN(C4)C2)C3)cc1,4.2,-1.9,9.2,-3.2,0.6,5.0,-1.7,-3.8,-0.9
# Further structures follow:
SMILES,PrPC surface inh,Mtb FBA inh,GDH-TPI inh,BoNT-F LC inh,Mtb UGM inh,MazF activator,FadD28 FP inh,Rv3671c protease,Mtb BioA inh
O=C(O)c1ccc2c(=O)[nH]c(CN3CCOCC3)nc2c1,-6.2,-2.1,-10.6,-7.2,-2.7,4.8,-3.3,16.8,-0.4
Cc1nn(C)cc1CNC(=O)c1cnn2c(C(F)F)cc(C3CC3)nc12,-3.0,2.4,1.5,-3.0,2.2,8.4,-3.2,-7.0,35.7
CC(C)NC(=O)Nc1ccc2c(c1)C(=O)N([C@H](C)CO)C[C@@H](C)[C@@H](CN(C)C(=O)NC1CCCCC1)O2,-1.0,11.0,5.9,-5.0,1.3,4.3,-2.5,3.4,-6.4&0.5
CC(C)c1ccc(O)c(NC(=O)c2ncn[nH]2)c1,-6.0,0.1,-6.1,-5.5,-1.1,-4.8,-1.9,0.5,-0.4
Cc1nnc(SCc2nnc(-c3cccs3)o2)n1C,8.3,-0.7,6.9,0.6,0.1,0.6,-0.5,7.4,nt
CC(C)C[C@H]1CN([C@@H](CC(C)C)CN2CCC[C@@H]2CN2C(=S)NC[C@@H]2Cc2ccc(O)cc2)C(=S)N1CC1CCCCC1,11.1,0.6,nt,-1.4,nt,nt,-4.6,nt,-1.9
CCOC(=O)N1CCC(NC(=O)c2cc(S(=O)(=O)N3CCCCC3)ccc2F)CC1,9.3,-1.9,-0.9,-2.1,1.7,1.7,-4.0,1.2,1.1
Cc1cc(C)cc(C(=O)N(c2ccccn2)C(C)c2ccco2)c1 (stereo not given),-4.3,6.8,-2.2,2.5,3.7,3.5,-1.2,3.0,-1.6
O=C(Nc1ccccc1N1CCCC1)c1cc(=O)[nH]c2ccccc12,4.5,-1.6,14.5,nt,nt,-6.5,-4.0,nt,-0.8
Cc1cc(OCc2cc(C(=O)N(C)CC3CCOCC3)no2)cc(C)c1Cl,0.3,0.4,-2.2,-7.1,0.0,-6.2,-1.9,6.9,0.2
CN1/C(=C\C=C(/C#N)C(=O)Nc2ccc(Cl)cc2)C(C)(C)c2ccccc21,5.4,-3.6,0.4,10.0,9.4,i,0.3,1.3,nt
Nc1ncnc(Nc2ccc(S(N)(=O)=O)cc2)n1,2.5,2.5,-3.9,?,-2.9,4.2,-2.0,nt,2.3
CSc1nc(-c2ccco2)nn1S(=O)(=O)c1ccc(C)cc1,6.9,1.9,3.0,-4.0,-5.3,-3.9,0.8,-0.2,-1.0

# Nothing new here: 4 of the compounds above.
SMILES,PrPC surface inh,Mtb FBA inh,GDH-TPI inh,BoNT-F LC inh,Mtb UGM inh,MazF activator,FadD28 FP inh,Rv3671c protease,Mtb BioA inh
Cc1cc(OCc2cc(C(=O)N(C)CC3CCOCC3)no2)cc(C)c1Cl,0.3,0.4,-2.2,-7.1,0.0,-6.2,-1.9,6.9,0.2
CN1/C(=C\C=C(/C#N)C(=O)Nc2ccc(Cl)cc2)C(C)(C)c2ccccc21,5.4,-3.6,0.4,10.0,9.4,i,0.3,1.3,nt
Nc1ncnc(Nc2ccc(S(N)(=O)=O)cc2)n1,2.5,2.5,-3.9,?,-2.9,4.2,-2.0,nt,2.3
CSc1nc(-c2ccco2)nn1S(=O)(=O)c1ccc(C)cc1,6.9,1.9,3.0,-4.0,-5.3,-3.9,0.8,-0.2,-1.0
